Compound activity from PubChem BioAssay.
EP2 mod: modulators of human EP2 prostaglandin E2 receptor. EP2-expressing cells, cAMP HTRF FRET, PGE2 co-stimulation. induction, % at 25 µM. hit rate 0.83% among 260,000. AID 940;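 active means compounds whose cAMP rise, as percent of the full-agonist control response, exceeds 60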;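 further: rat C6 glioma line stably carrying human EP2 under a CMV promoter; the protocol text gives 20 µM as final concentration; 100% = response of wells given 1 µM PGE2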
Target sequence (P43116 whole entry, looked up): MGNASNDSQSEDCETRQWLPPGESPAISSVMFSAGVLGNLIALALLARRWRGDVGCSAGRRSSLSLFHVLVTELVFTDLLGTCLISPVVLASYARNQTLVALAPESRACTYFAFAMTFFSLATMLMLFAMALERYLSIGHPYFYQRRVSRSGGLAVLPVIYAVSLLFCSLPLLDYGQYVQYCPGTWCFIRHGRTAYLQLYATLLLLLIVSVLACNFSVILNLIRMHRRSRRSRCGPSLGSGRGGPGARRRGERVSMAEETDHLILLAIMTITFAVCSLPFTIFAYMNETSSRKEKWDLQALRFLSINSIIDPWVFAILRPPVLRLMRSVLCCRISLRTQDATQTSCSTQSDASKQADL
CHOP inh: inhibitors of CHOP induction in ER stress response. AID 2732. inhibition, % at 10 µM. CHO-K1 CHOP-promoter luciferase, tunicamycin-induced, 15-18 h. hit rate 3.8% among 220,000;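 active means compounds that reduced the stress-induced luciferase reporter signal by more than about 70% of percent inhibition, limit read from the data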;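 further: 0% = tunicamycin plus vehicle and 100% = wells without tunicamycin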
S1P4 antag: antagonists of human S1P4 receptor | O95977 | S1P4-expressing cells, antagonist mode, reporter read-out | inhibition, % at 4.98 µM | hit rate 0.26% among 220,000; in the data active means inhibition above about 29%;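 further: 0% = wells stimulated with agonist and 100% = vehicle wells without agonist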
TRPML3 agonist: activates the human TRPML3 channel; Q8TDD5; HEK293 TRPML3-YFP, Fluo-8 calcium fluorescence; 100% = the carbachol control signal; activation, % at 3 µM; hit rate 0.29% among 220,000;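 active means activation above its plate's cutoff, the mean activation of the plate's test wells plus 3 SD, cut at about 12% in these data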;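 further: 0% = DMSO only wells and 100% = carbachol wells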
Target sequence (Q8TDD5 whole entry, looked up): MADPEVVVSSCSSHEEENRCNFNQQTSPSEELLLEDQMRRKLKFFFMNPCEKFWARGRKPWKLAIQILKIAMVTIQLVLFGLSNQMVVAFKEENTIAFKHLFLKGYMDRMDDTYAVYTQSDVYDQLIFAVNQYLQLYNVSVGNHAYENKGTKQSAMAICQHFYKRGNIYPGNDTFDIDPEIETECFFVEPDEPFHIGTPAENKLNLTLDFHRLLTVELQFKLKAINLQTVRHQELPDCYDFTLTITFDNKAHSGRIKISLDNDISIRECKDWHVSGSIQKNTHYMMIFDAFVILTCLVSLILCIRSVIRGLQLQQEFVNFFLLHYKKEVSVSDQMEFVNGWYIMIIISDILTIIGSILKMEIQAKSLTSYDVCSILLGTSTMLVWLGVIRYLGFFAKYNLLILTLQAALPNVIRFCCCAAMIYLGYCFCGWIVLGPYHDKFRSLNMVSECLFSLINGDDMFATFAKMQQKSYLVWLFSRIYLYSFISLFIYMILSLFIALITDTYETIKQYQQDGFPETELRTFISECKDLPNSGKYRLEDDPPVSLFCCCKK
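Test system: HEK293 cells stably carrying human TRPML3-YFP; Doses: single dose, 3 µM final nominal compound, 0.3% DMSO final; Schedule: dye loading 1 h 37 °C then 30 min ambient, 125 s read; Technique: Fluo-8 calcium fluorescence; Benchmarks: high control carbachol 87 µM, low control DMSO.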
NPY Y1 blocker: blocks the human neuropeptide Y Y1 receptor | P25929 | HEK293-CNG Y1 cells, membrane potential fluorescence; NPY at EC95, then isoproterenol | inhibition, % at 3.6 µM | hit rate 1% among 200,000;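 active means inhibition above the campaign mean inhibition of all tested compounds plus 3 SD, cut at about 20% in these data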;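 further: 0% = DMSO wells given NPY plus isoproterenol and 100% = isoproterenol alone without NPY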
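Test system – HEK293 Y1/CNG channel cell line · Also added – NPY agonist 25 nM, then isoproterenol 1 µM plus Ro 20-1724 25 µM · Compound dosing – one concentration, 3.6 µM, in 0.4% DMSO · Schedule – compound incubation 1 h at room temperature, readout 45 min post-stimulation · Technique – fluorescence, membrane potential probe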
NPY2 pot ag: potentiates or activates human NPY-Y2 receptor; activation, % at 3.6 µM; cells expressing NPY-Y2, potentiator/agonist read-out; hit rate 0.45% among 220,000; in the data active means activation above about 27%;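 further: cells stimulated with NPY near EC25 plus isoproterenol at EC100; 0% = vehicle plus submaximal agonist and 100% = vehicle plus saturating agonist; some results beyond the cut were filed as inactive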
S1P4 agonist: agonists of human S1P4 receptor; O95977; S1P4-expressing cell line, agonist reporter assay; activation, % at 4.98 µM; hit rate 0.35% among 220,000; AID 1509; in the data active means activation above about 11%;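 further: 0% = DMSO vehicle and 100% = reference agonist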
NPY1 pot ag: potentiates or activates human NPY-Y1 receptor; NPY-Y1 expressing cells, potentiator/agonist activation; activation, % at 3.6 µM; hit rate 0.37% among 220,000; in the data active means activation above about 33%, passing the limit was not always enough;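 further: cells stimulated with NPY at EC10 then isoproterenol at EC100; 0% = low agonist plus stimulus and 100% = saturating agonist plus stimulus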
zfTRPN1 agonist: agonists of zebrafish TRPN1 channel; HEK293 zebrafish TRPN1-YFP, Fluo-8 calcium fluorescence; 100% = response to 87 µM carbachol; activation, % at 3 µM; hit rate 0.18% among 220,000; AID 1424;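 active means activation above its plate's cutoff, the mean activation of test wells on that plate plus 3 SD, cut at about 19% in these data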;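 further: 0% = DMSO alone and 100% = 87 µM carbachol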
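Control set: carbachol 87 µM as high control, DMSO as low control; system: HEK293 stable line with zebrafish TRPN1-YFP; read-out: % activation versus carbachol response; detection: intracellular calcium fluorescence with Fluo-8; doses: single test compound dose, 3 µM nominal, 0.3% DMSO; schedule: dye 1 h 37 °C plus 30 min RT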
* hit, by the source's call; . = not tested or not shown; & = joins results of further samples. Compounds as they come (roughly 6.5% active in at least one column).

SMILES	EP2 mod	CHOP inh	S1P4 antag	TRPML3 agonist	NPY Y1 blocker	NPY2 pot ag	S1P4 agonist	NPY1 pot ag	zfTRPN1 agonist
CCn1c(SCC(=O)c2ccc(NC(C)=O)c(OC)c2)nnc1-c1ccc(NS(C)(=O)=O)cc1	-4	6	-3	1.1	2	11	-1.5	-4	1.3
N#CCN1CCN(CC(=O)Nc2cccc3ccccc23)CC1	-31&2	2	-5	1.0	3	1	-0.5	16	-0.5
COc1ccc(/C=C/C(=O)c2ccc[nH]2)cc1OC	-33	-20	-24	0.9	1	0	3.4	21	0.9
COc1ccc(S(=O)(=O)N2CCCC(C(=O)NCCC(C)C)C2)cc1 (configuration not stated)	16	25	-7	0.0	3	-2	3.2	-3	-0.3
COc1cc(CNCc2ccc(SC)cc2)cc(OC)c1	-5	1	4	-0.1	7	-6	3.3	-17	0.0
COc1ccc(CN(CC(=O)NC2CCCC2)C(=O)CCC(=O)Nc2cc(C)on2)cc1	39	18	-6	0.5	2	10	-0.1	-18	0.4
COc1ccccc1N1CCN(C(=O)c2cc(-c3ccc(Cl)c(Cl)c3)on2)CC1	11	61	-18	0.8	-6	3	2.3	-2	0.9
CCCn1c(=N)c(S(=O)(=O)c2ccccc2)cc2c(=O)n3ccccc3nc21	34	10	-3	0.5	.	15	0.5	12	1.6
Cc1c(O)c(CN2CCCCC2)cc2c1oc(=O)c1ccccc12	-19	-13	5	-0.1	8	-3	-1.5	8	-0.5
O=C(Nc1cccc(-c2cn3ccccc3n2)c1)c1cc2ccccc2oc1=O	-11	64	-17	0.4	0	-4	-0.7	0	1.9
Cn1nc(-c2ccc(Cl)cc2)c2cc(C(=O)NC3CC3)sc21	-23	14	-3	-0.6	4	-18	-2.4	-12	0.5
O=C(O)c1nn2c(C(F)(F)F)cc(-c3cccs3)nc2c1Cl	-26	-6	-9	0.5	3	-7	-1.1	-18	0.6
Cc1cc(C(=O)c2cnc(/N=C/N(C)C)s2)c(F)cc1Cl	-19	18	1	0.1	1	12	1.2	-1	-0.9
CCN(CC)S(=O)(=O)c1ccc(Cl)nc1	22	9	4	1.1	6	-2	-0.2	2	1.0
COc1ccc(-c2ccc(SCC(=O)Nc3cccc(C(C)=O)c3)nn2)cc1OC	-31	9	-30	0.9	-1	8	1.7	-17	1.8
COc1ccc(-c2cc(C3CC3)nc3sc(C#N)c(N)c23)cc1	52	65	12	-0.1	11	-10	2.6	-23	0.0
CCN(CC)CCOc1nc(C)nc2c1oc1ccccc12	-6	2	4	1.4	-2	-9	0.8	-9	1.0
Clc1cccc(-c2cc3nc4c(c(N5CCNCC5)n3n2)CCCC4)c1	0	16	1	0.6	6	10	-2.4	-46	0.1
CC(=O)Nc1ccc(NC2=Nc3ccccc3N3C2=Nc2c(c(C)nn2-c2ccccc2)C3c2ccccc2)cc1 (configuration not stated)	6	106*	5	0.3	5	1	-1.5	14	0.9
COCCCNC(=S)N/N=C/c1ccc(OC)c(Br)c1	-1	5	6	-1.0	.	-28	-0.5	-11	1.3
COc1ccc(NC(=O)c2cc(OC)c(OC)c(OC)c2Br)cc1OC	-3	2	-32	0.3	4	-7	1.0	11	0.9
CCOC(=O)CCc1c(C)c2c(C)nn(-c3ccccc3)c2[nH]c1=O	20	8	-3	0.6	6	-9	-0.7	-10	0.6
O=C(O)CCC(=O)NNC(=O)COc1ccc(Cl)cc1Cl	39	25	-10	-1.2	-4	-2	3.1	8	1.9
CC(C)(C)NC(=O)COC(=O)c1ccccc1Nc1ccc(SC(F)F)cc1	-6	47	-11	-0.4	-4	20	-2.6	30	-0.1
Cc1c(Cc2ccccc2)c(=O)oc2c(C)c(OCC(=O)Nc3ccc(C#N)cc3)ccc12	18	21	-9	1.2	-2	-9	0.6	-9	1.9
Cc1cc(C)c2nc(SCCc3ccccc3)nc(C)c2c1	46	13	-8	0.5	2	-7	1.2	-27	-1.0
O=C(Nc1ccc(Br)cc1F)c1cccnc1	22	7	-9	0.1	-1	-11	0.6	-4	-1.2
c1ccc(-n2nnnc2OCCOc2nnnn2-c2ccccc2)cc1	6	33	4	0.0	5	8	-0.8	-29	-0.1
CCn1c(SCC(=O)c2cc(OC)ccc2OC)nnc1C(C)C	5	-19	-7	0.3	3	-11	0.7	2	0.8
Cc1ccc(C(C2=C(O)CC(C)(C)CC2=O)C2C(=O)CC(C)(C)CC2=O)o1 (configuration not stated)	0	35	3	0.8	-1	-10	-0.6	20	0.9
CNC(=O)C1CC(=O)N(Cc2ccccc2)C(=Nc2ccc(OC)cc2)S1 (configuration not stated)	23	-4	-10	1.3	-10	9	-0.3	10	0.3
O=C(NNC(=S)NC(=O)C12CC3CC(CC(C3)C1)C2)c1ccncc1	-10	14	9	54*	-7	-2	1.0	20	85*
COc1ccc(CCC(=O)NCc2cnn(C)c2)cc1	0	-14	-8	0.8	0	-2	1.3	-28	1.2
COC(=O)c1sccc1NC(=O)/C=C/C(=O)O	-9	0	-12	0.0	5	4	-2.4	12	-1.2
C=CCNCC(=O)NN=C(c1ccccc1)c1ccccc1	6	7	-6	1.1	7	-11	0.9	-14	0.7
Cc1nnc(SCC(=O)NCc2ccc3c(c2)OCO3)s1	18	12	-1	0.8	-2	-2	-0.8	2	0.2
O=C(NCCCN1CCOCC1)c1ccc(CSCc2cccc(Cl)c2)o1	-31	32	-11	-0.1	3	-5	0.1	-10	0.3
COc1cccc(CC2(CO)CCCN(Cc3sc(N4CCCC4)nc3Cl)C2)c1 (configuration not stated)	5	13	12	1.9	-4	11	-0.2	-3	0.5
Cc1ccc(NCc2ccccc2F)cc1	36	14	-25	0.6	0	6	1.5	-5	0.8
O=C(Nc1ccccc1)c1ccc(Br)c(S(=O)(=O)Nc2cccnc2)c1	-6	18	-4	0.4	1	9	-0.9	-13	2.2
Cc1cc(C)cc(NC(=O)CSc2nc3c(c(=O)n2C)SC(C)C3)c1 (configuration not stated)	-1	0	-9	0.0	2	-15	-0.5	-12	-2.0
O=C(Oc1ccc2cccc(OC(=O)N3CCOCC3)c2c1)N1CCOCC1	25&-36	31	-8	1.1	1	-1	-0.4	0	1.4
CCN(C(=O)c1ccc(S(C)(=O)=O)cc1)C12CC3CC(CC(C3)C1)C2	1	7	-3	0.6	7	-3	0.3	-1	0.0
O=C(Nc1ccc(Cl)c(Cl)c1)N1CCSCC1	-30	33	0	0.7	7	10	0.5	-20	2.2
Cc1occc1C(=O)N/N=C/C=C/c1ccccc1[N+](=O)[O-]	-19	-20	-7	0.1	0	-3	0.5	1	-0.5
O=C(c1cc2c(s1)-c1ccccc1OC2)N1CCCC1	3	61	-9	-0.3	4	31*	-5.0	42*	-2.5
COc1ccc(C(=O)O)cc1S(=O)(=O)NC(C)(C)C	2	7	-2	1.2	.	-7	-1.1	9	0.7
Cc1cccc(N2CCN(c3ccc(N4C(=O)CCCC4=O)cc3[N+](=O)[O-])CC2C)c1 (configuration not stated)	-14	14	-5	1.2	-4	4	0.8	4	2.6
O=C(CNC(=O)c1ccccc1)NCC1COc2ccccc2O1 (configuration not stated)	-15	47	-8	0.3	3	3	-0.8	9	-0.7
COc1ccc(N(C)S(=O)(=O)c2cccc(C(=O)NCC3CCCO3)c2)cc1 (configuration not stated)	9	16	-23	0.1	5	-11	-2.3	-14	-1.3

(more compounds)
SMILES	EP2 mod	CHOP inh	S1P4 antag	TRPML3 agonist	NPY Y1 blocker	NPY2 pot ag	S1P4 agonist	NPY1 pot ag	zfTRPN1 agonist
Cc1ccc(C(=O)CSc2nc(C)cc(SCc3nnc(-c4ccccc4)o3)n2)cc1	15	-3	1	0.1	4	11	0.7	2	0.1
CCn1c(CNc2ccc(F)cc2)nnc1SCC(=O)Nc1ccc(OC)cc1OC	14	-2	-11	-0.8	2	10	2.3	6	-0.5
Cc1ccc(S(=O)(=O)c2cn(CC(=O)Nc3ccccc3)c3ccc(F)cc3c2=O)cc1	-21	2	6	-0.4	-1	-5	2.1	-2	-1.5
O=C(CSc1nnc(-c2cccnc2)n1Cc1ccco1)c1ccc(Cl)c(Cl)c1	1	35	6	0.1	5	3	-0.9	-7	0.6
CC(CC(=O)O)CC(=O)Nc1cc([N+](=O)[O-])ccc1O (configuration not stated)	13	9	10	1.1	6	-5	0.6	0	0.7
N/C(=N\OC(=O)/C=C/c1ccccc1Cl)c1ccccn1	-26	28	-2	0.0	4	-16	-0.4	5	-0.3
Cn1c(=O)c2c(nc(CN3CCOCC3)n2Cc2ccccc2)n(C)c1=O	.	.	22	1.0	0	2	-1.2	-18	-0.9
O=C(Nc1ccc(N2CCOCC2)nc1)c1ccc(C(F)(F)F)cc1	17	4	-17	5.0	-5	7	1.4	2	12
Cc1cccc(C)c1N1CCN(S(=O)(=O)N(C)C)CC1	-13	17	9	0.1	4	13	0.6	10	-1.5
CCN(C(=S)Nc1cccnc1)c1cccc2ccccc12	-5	22	-20	0.6	3	-2	0.3	-7	0.8

Brought forward from above: five compounds, followed by the next part.
SMILES	EP2 mod	CHOP inh	S1P4 antag	TRPML3 agonist	NPY Y1 blocker	NPY2 pot ag	S1P4 agonist	NPY1 pot ag	zfTRPN1 agonist
N/C(=N\OC(=O)/C=C/c1ccccc1Cl)c1ccccn1	-26	28	-2	0.0	4	-16	-0.4	5	-0.3
Cn1c(=O)c2c(nc(CN3CCOCC3)n2Cc2ccccc2)n(C)c1=O	.	.	22	1.0	0	2	-1.2	-18	-0.9
O=C(Nc1ccc(N2CCOCC2)nc1)c1ccc(C(F)(F)F)cc1	17	4	-17	5.0	-5	7	1.4	2	12
Cc1cccc(C)c1N1CCN(S(=O)(=O)N(C)C)CC1	-13	17	9	0.1	4	13	0.6	10	-1.5
CCN(C(=S)Nc1cccnc1)c1cccc2ccccc12	-5	22	-20	0.6	3	-2	0.3	-7	0.8
COc1cc(/C=C2/C(=N)N3C=CSC3=NC2=O)ccc1OCCCOc1ccccc1C	-26	0	-11	-1.5	6	6	1.2	11	-1.6
CCc1cccc(C)c1NC(=O)CSc1nnc(-c2ccco2)n1N	7	-20	-10	0.8	3	0	1.9	4	-0.2
CN(CC(=O)Nc1ccc(N2CCOCC2)cc1)CC(=O)Nc1ccc([N+](=O)[O-])cc1Br	-29	12	-14	1.7	1	13	0.7	3	-0.2
CCc1ccc(-c2nc(CSCC(=O)N3CCN(c4ncccn4)CC3)c(C)o2)cc1	6	90*	-24	1.5	8	-5	0.1	-18	4.2
COc1ccc(NC(=O)c2[nH]ncc2[N+](=O)[O-])cc1	11	-16	-18	0.0	1	3	-0.1	16	-0.7
NC(=O)CCn1cnc2ccccc21	5	3	-9	0.0	.	-9	0.8	-13	-0.8
COC(=O)CN1C(=O)N/C(=C/c2ccc(C)o2)C1=O	-6	8	-13	1.4	-2	8	0.6	-1	0.7
